From PubChem BioAssay
Anthrax LF inh2: Bacillus anthracis LF protease inhibitors, primary screen, biochemical, multiplex microsphere, MLPCN library; AID 588501, 2011; Lethal factor (Bacillus anthracis), P15917; multiplex microsphere protease cleavage assay; actives 0.12% (n = 360,000); inhibition, % at 10 µM; further: plate controls were buffer without enzyme for full effect and enzyme alone for no effect
BoNT A protease: BoNT/A light chain protease inhibitors, primary screen, biochemical, flow cytometry, MLPCN library; Botulinum neurotoxin type A light chain protease (Clostridium botulinum A str. ATCC 3502); multiplex microsphere protease substrate cleavage; inhibition, % at 10 µM; actives 0.17% (n = 360,000); further: plate controls were buffer without enzyme for full effect and enzyme alone for no effect
BoNT-F LC inh: BoNT/F light chain protease inhibitors, primary screen, biochemical, flow cytometry, MLPCN library; actives 0.22% (n = 360,000); Botulinum neurotoxin type F light chain protease (Clostridium botulinum); inhibition, % at 10 µM; Multiplex microsphere protease cleavage assay; in the data active means inhibition above about 35%, passing the limit was not always enough; inconclusive means no clear call, values can overlap the other calls; further: plate controls were buffer without enzyme for full effect and enzyme alone for no effect
Mtb FBA inh: Mtb FBA enzyme inhibitors, primary screen, biochemical, fluorescence, strain H37Rv; purified M. tuberculosis FBA, fluorescence read-out; AID 588726, 2011; actives 2.3% (n = 360,000); inhibition, % at 1 µM; Fructose-bisphosphate aldolase (Mycobacterium tuberculosis (strain ATCC 25618 / H37Rv)), …; in the data active means inhibition above about 27%;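 further: 0% = vehicle and 100% = reference inhibitor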
Target sequence (P9WQA3 whole entry, looked up): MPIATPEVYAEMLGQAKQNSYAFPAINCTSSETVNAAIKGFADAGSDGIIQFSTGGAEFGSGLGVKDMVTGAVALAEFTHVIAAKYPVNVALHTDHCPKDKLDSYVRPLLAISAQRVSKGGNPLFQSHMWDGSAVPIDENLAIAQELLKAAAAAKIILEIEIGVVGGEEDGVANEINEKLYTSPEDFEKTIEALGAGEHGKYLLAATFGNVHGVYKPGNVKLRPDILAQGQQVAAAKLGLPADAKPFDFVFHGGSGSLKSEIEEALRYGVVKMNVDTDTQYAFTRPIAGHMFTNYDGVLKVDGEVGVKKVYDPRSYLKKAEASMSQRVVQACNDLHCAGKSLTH
BioA inh: M. tuberculosis BioA enzyme inhibitors, primary screen, biochemical, plate reader, single point, HTS. purified M. tuberculosis BioA enzyme. inhibition, % at 9.99 µM. actives 0.096% (n = 360,000); in the data active means inhibition above about 40%; inconclusive means no clear call, values can overlap the other calls
GDH-TPI inh: GDH-TPI coupling enzyme inhibitors, primary screen, artefact control for M. tuberculosis FBA inhibitor project, biochemical, absorbance, full deck | GDH-TPI coupled enzyme counterscreen, NADH absorbance | inhibition, % at 4.8 µM | actives 1.2% (n = 360,000) | AID 588335, 2011; in the data active means inhibition above about 30%;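 further: 0% = DMSO wells and 100% = wells lacking the enzyme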
PfHsp40 yeast: rescue of yeast from PfHsp40 toxicity, primary screen, S. cerevisiae, ATP luminescence; S. cerevisiae expressing PfHsp40, growth rescue; growth rescue, % at 12.5 µM; actives 0.68% (n = 340,000); AID 504582, 2011; in the data active means growth rescue above about 28%, passing the limit was not always enough; inconclusive means no clear call, values can overlap the other calls;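 further: yeast W303a lacking pdr1 and pdr3 grown in galactose medium; growth measured after three days at 30 °C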
FadD28 binding: inhibitors of FadD28 bisubstrate probe binding, primary screen, biochemical, fluorescence polarization, single point; actives 0.22% (n = 360,000); inhibition, % at 12.5 µM; AID 588549, 2011; Mycobacterium tuberculosis FadD28 fatty-acid-AMP ligase; in the data active means inhibition above about 8.5%, passing the limit was not always enough; inconclusive means no clear call, values can overlap the other calls
UGM FP inh: M. tuberculosis UGM enzyme inhibitors, primary screen, biochemical, fluorescence polarization, single point | UDP-galactopyranose mutase (Mycobacterium tuberculosis (strain ATCC 25618 / H37Rv)), … | purified UGM, fluorescence polarization probe displacement | inhibition, % at 10 µM | actives 0.06% (n = 320,000) | AID 504406, 2011; in the data active means inhibition above about 10%, passing the limit was not always enough; inconclusive means no clear call, values can overlap the other calls
Target sequence (P9WIQ1 whole entry, looked up): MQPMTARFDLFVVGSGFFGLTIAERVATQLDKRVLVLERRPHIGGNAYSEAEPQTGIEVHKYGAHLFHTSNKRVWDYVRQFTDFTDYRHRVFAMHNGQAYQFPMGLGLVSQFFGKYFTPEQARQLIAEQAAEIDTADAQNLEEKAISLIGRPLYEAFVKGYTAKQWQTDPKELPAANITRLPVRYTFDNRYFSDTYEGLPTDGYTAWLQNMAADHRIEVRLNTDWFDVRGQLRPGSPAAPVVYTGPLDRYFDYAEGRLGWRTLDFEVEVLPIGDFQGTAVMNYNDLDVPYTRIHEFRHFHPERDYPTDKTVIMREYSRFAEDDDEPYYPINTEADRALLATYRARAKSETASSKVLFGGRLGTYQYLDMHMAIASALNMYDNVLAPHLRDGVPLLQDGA
The depositor's hits bear a star; ? = inconclusive; . = not tested or not shown. Unless noted, no stated cut-off is given here; in the data, active means inhibition above about 30%; inconclusive means no clear call, values can overlap the other calls; inactive means below that.

nr | SMILES | Anthrax LF inh2 | BoNT A protease | BoNT-F LC inh | Mtb FBA inh | BioA inh
1 | COc1ccc(/C(O)=C/C(=O)C(=O)NNC(=O)c2ccccc2)cc1 | -3.8 | -2.4 | 9.0 | -0.6 | 0.6
2 | CN(C)S(=O)(=O)c1cccc(C(=O)OCC(=O)Nc2ccc3c(c2)OCCO3)c1 | -5.4 | 0.1 | -1.9 | 1.2 | 1.3
3 | COc1ccccc1CCNC(=O)C(C)n1nc(C)c2c(C)n(-c3ccccc3)nc2c1=O (configuration not stated) | 0.4 | 0.2 | 5.9 | -2.7 | 5.8
4 | COc1cccc(NC(=O)N2CCCC2C(=O)NC2CC2)c1 (configuration not stated) | ? | 1.2 | 2.7 | 0.1 | .
5 | CC(C)CC(=O)NC(=S)Nc1ccc(N2CCOCC2)c(Cl)c1 | -1.2 | -0.4 | 3.2 | 0.6 | .
6 | Cc1cccc(C)c1-n1nnnc1SCSc1nnnn1-c1c(C)cccc1C | -0.7 | ? | 5.2 | -1.9 | -0.8
7 | Cc1ccc(-c2nc3ccccc3nc2Cl)cc1 | 0.1 | -0.3 | -1.2 | 1.4 | .
8 | Cc1cc(N2CCOCC2)nc(SCc2ccc(Cl)cc2Cl)n1 | -3.0 | -0.8 | -9.8 | 0.7 | 1.1
9 | CCc1ccccc1NC(=O)CSc1nnc([C@@H](N)Cc2ccccc2)o1 | 1.3 | 0.0 | -11.8 | -0.5 | 4.5
10 | O=C(NCc1ccccc1F)C1CCN(C(=O)c2sccc2-n2cccc2)CC1 | -2.7 | -0.4 | 0.2 | 5.8 | .
11 | O=C(O)CCCC(=O)Nc1cccc2cccnc12 | 3.0 | 1.3 | 1.6 | 0.1 | -0.1
12 | COc1cccc(CN2C(=O)CCC2(C)C(=O)NC2CCCC2)c1 (configuration not stated) | -1.3 | 0.1 | -15.5 | 6.5 | -0.4
13 | O=C(CNC(=O)C1CC1)Nc1ccc(F)c(F)c1F | -1.5 | 0.0 | -1.9 | -3.9 | 0.6
14 | COC(=O)C1=C(C)NC(=O)/C1=C\c1cc(C)n(-c2ccccc2)c1C | -4.3 | -0.7 | -16.3 | -7.9 | .
15 | CCn1cc(C(=O)NCC(=O)NCCCN2CCOCC2)c(=O)c2cc3c(cc21)OCO3 | 5.0 | -1.7 | 1.7 | 2.6 | -1.6

nr | GDH-TPI inh | PfHsp40 yeast | FadD28 binding | UGM FP inh
1 | 5.9 | 2.5 | -2.5 | 2.1
2 | -4.2 | 0.5 | 0.6 | -1.8
3 | -8.6 | -1.4 | -4.7 | 0.3
4 | 8.7 | 0.3 | -0.3 | 1.5
5 | 0.6 | 2.1 | -1.8 | -1.2
6 | 11.7 | 0.6 | -3.3 | 1.0
7 | 2.5 | -0.4 | -4.8 | 4.7
8 | -11.3 | 2.8 | -15.1 | -1.9
9 | 1.4 | -0.4 | -0.4 | -1.3
10 | 3.4 | -0.6 | -0.8 | 2.4
11 | -4.3 | -0.5 | -0.5 | 0.1
12 | 1.4 | 0.1 | -2.8 | 1.1
13 | 0.8 | 1.0 | -2.5 | 0.6
14 | 10.5 | -0.5 | -2.9 | -0.3
15 | 13.5 | -1.3 | -0.3 | 1.0

(continued)
nr | SMILES | Anthrax LF inh2 | BoNT A protease | BoNT-F LC inh | Mtb FBA inh | BioA inh
16 | Cc1ccc(NC(=O)c2nc[nH]c2C(=O)N[C@H](C)c2ccccc2)cc1 | 3.4 | -0.1 | 1.2 | -3.9 | -0.5
17 | Cc1cc(N2C(=O)C(O)=C(C(=O)c3ccco3)C2c2ccc(O)cc2)no1 (configuration not stated) | -4.8 | -0.6 | 1.2 | 0.2 | -0.8
18 | O=C(NCC1COc2ccccc2O1)c1c[nH]c2ccc(S(=O)(=O)N3CCOCC3)cc2c1=O (configuration not stated) | -6.7 | 0.1 | -13.6 | 10.3 | 8.7
19 | COc1ccc(CCn2c(=N)c(C(=O)NCCN3CCOCC3)cc3c(=O)n4ccccc4nc32)cc1OC | -1.1 | -0.3 | 1.4 | -1.7 | -1.5
20 | CCOC(=O)c1c(NC(=O)COC(=O)CNC(=O)c2ccco2)sc(C(C)=O)c1C | 4.5 | 4.4 | 22.6 | -1.0 | 1.5
21 | COc1ccccc1CNS(=O)(=O)c1ccc2c(c1)NC(=O)CS2 | 1.6 | 0.2 | 3.4 | -2.9 | .
22 | CC1CCCCN1CC(=O)Nc1ccc(Oc2ccccc2)cc1 (configuration not stated) | -3.9 | -0.1 | 6.7 | 5.9 | 2.4
23 | Cc1ccc(C)c(N2CCN(C3CCCCC3NS(=O)(=O)c3ccccc3)CC2)c1 (configuration not stated) | -3.3 | -2.5 | -9.8 | 2.5 | -0.8
24 | COc1ccc(NC(=O)C(=O)NNC(=O)C(C)Oc2ccc(Cl)cc2Cl)cc1 (configuration not stated) | -9.1 | 0.6 | -1.5 | 0.4 | -1.6
25 | COc1ccc2nc(SCC(=O)NC3CCCc4ccccc43)[nH]c2c1 (configuration not stated) | 0.1 | -0.5 | -8.3 | 2.4 | -0.4
26 | O=C(Nc1ccc(NC(=O)C2CCCCC2)nc1)c1ccccn1 | -1.2 | -1.3 | -2.3 | -0.3 | 0.2
27 | Cc1n(N)c2ccccc2[n+]1CC(=O)c1ccccc1 | -0.4 | -0.6 | -4.4 | 3.5 | .
28 | O=C(Nc1ccc(F)c(Cl)c1)c1cc(C2CCCCN2C(=O)c2ccc3c(c2)CCO3)on1 (configuration not stated) | -11.8 | -1.6 | -26.7 | -0.7 | 1.8
29 | CC(=O)C(Cc1cccc(F)c1)(Cc1cccc(F)c1)C(C)=O | -1.9 | -0.2 | 4.1 | 0.2 | .
30 | Cc1ccc(C(=O)OCC(=O)N(C)C2CCS(=O)(=O)C2)cc1S(=O)(=O)N1CCCCC1 (configuration not stated) | -3.0 | 1.7 | 2.7 | 3.9 | .

nr | GDH-TPI inh | PfHsp40 yeast | FadD28 binding | UGM FP inh
16 | 3.5 | 10.2 | -8.2 | -1.9
17 | 12.4 | 2.0 | -1.3 | -0.9
18 | 10.5 | 0.2 | -3.9 | .
19 | 5.0 | -0.2 | -3.9 | 0.0
20 | 16.3 | 0.0 | -1.4 | .
21 | -7.6 | 1.1 | -5.0 | -0.5
22 | -3.0 | 0.5 | -1.9 | 1.8
23 | -6.9 | 0.1 | 0.5 | -0.6
24 | -0.6 | -1.5 | -0.6 | -0.1
25 | -3.4 | 0.8 | -3.8 | -1.8
26 | 12.4 | -0.5 | -2.3 | 0.5
27 | -1.3 | 0.0 | 0.1 | 1.2
28 | -1.8 | . | 1.2 | .
29 | 1.9 | 0.7 | -5.7 | 1.1
30 | -4.5 | -0.6 | 0.8 | 1.1

The last 3 records of the part above are carried over, then new ones follow:
nr | SMILES | Anthrax LF inh2 | BoNT A protease | BoNT-F LC inh | Mtb FBA inh | BioA inh
28 | O=C(Nc1ccc(F)c(Cl)c1)c1cc(C2CCCCN2C(=O)c2ccc3c(c2)CCO3)on1 (configuration not stated) | -11.8 | -1.6 | -26.7 | -0.7 | 1.8
29 | CC(=O)C(Cc1cccc(F)c1)(Cc1cccc(F)c1)C(C)=O | -1.9 | -0.2 | 4.1 | 0.2 | .
30 | Cc1ccc(C(=O)OCC(=O)N(C)C2CCS(=O)(=O)C2)cc1S(=O)(=O)N1CCCCC1 (configuration not stated) | -3.0 | 1.7 | 2.7 | 3.9 | .
31 | Cc1csc(SCC(=O)Nc2cc(F)ccc2C)n1 | -0.4 | 0.5 | -3.4 | -2.4 | 0.4
32 | Clc1nnc(NC2CCCCC2)c(Cl)c1Cl | -4.7 | 0.1 | -1.3 | -1.4 | .
33 | C/C(=N\NC(=O)CO/N=C(\C)c1cccs1)c1ccc(N)cc1 | 1.0 | -0.5 | 0.3 | 0.7 | 0.6
34 | O=C(N/N=C/C=C\c1ccco1)c1ccccn1 | -2.7 | -0.9 | -3.4 | -3.2 | .
35 | Cn1c(SC(C(=O)Nc2ccc(F)cc2)c2ccccc2)nc2ccccc21 (configuration not stated) | -1.1 | -0.5 | -1.6 | 0.9 | 2.8
36 | CCCN(CCC)CCCNC(=O)c1cn(CC)c2ccc(S(=O)(=O)N3CCOCC3)cc2c1=O | -1.6 | 0.1 | -1.0 | -1.0 | 0.0
37 | CCOC(=O)c1c(C)nc2sc3c(=O)n(-c4ccc(C(C)=O)cc4)nnc3c2c1-c1ccc(Cl)cc1 | -3.1 | -0.5 | 0.2 | 1.0 | -1.7
38 | CCn1nccc1NC(=O)c1csc([C@H]2C[C@H](O)[C@@H](CO)O2)n1 | 0.9 | -0.3 | -4.2 | -3.3 | 22.1
39 | COc1cc(C(=O)NCc2ccc(OCCN(C)C)cc2)cc(OC)c1OC | -2.1 | -0.1 | -7.8 | 3.6 | -2.8
40 | CN(C)c1ccc(C(CN)c2c[nH]c3ccccc23)cc1 (configuration not stated) | -8.7 | -2.1 | -31.2 | 0.4 | 0.7
41 | Cc1c(OCC(=O)N[C@@H](Cc2ccccc2)C(=O)O)ccc2c1oc(=O)c1ccccc12 | 4.4 | 0.0 | -3.7 | 51.9* | 4.0
42 | COc1ccc(CCNC(=O)CSc2nc(C)nc3c2oc2ccccc23)cc1OC | 0.3 | 0.5 | 18.5 | 0.8 | 1.3
43 | O=C(c1cccc(F)c1)N1CCN(c2ccc([N+](=O)[O-])c(N3CCCCC3)c2)CC1 | -6.4 | 0.2 | -7.2 | -7.8 | 3.5
44 | CCCCC(=O)NC(=S)Nc1nnn(CCC)n1 | -3.0 | -0.6 | 3.0 | -2.8 | .
45 | CC(C)NS(=O)(=O)c1ccc(NCCCn2ccnc2)c([N+](=O)[O-])c1 | -1.8 | 1.2 | 2.7 | -3.4 | -3.0

nr | GDH-TPI inh | PfHsp40 yeast | FadD28 binding | UGM FP inh
28 | -1.8 | . | 1.2 | .
29 | 1.9 | 0.7 | -5.7 | 1.1
30 | -4.5 | -0.6 | 0.8 | 1.1
31 | 2.2 | . | -3.6 | .
32 | 0.4 | . | -2.0 | .
33 | 8.8 | -0.7 | -0.8 | 0.0
34 | 35.5* | 1.0 | 0.2 | -1.1
35 | -2.2 | 1.7 | -4.2 | -2.1
36 | 10.3 | -0.3 | 0.3 | -1.6
37 | -7.6 | 0.8 | -3.8 | 5.0
38 | 0.0 | . | -3.5 | .
39 | 7.2 | 4.5 | -1.2 | -3.5
40 | -4.7 | 0.8 | -7.2 | -0.4
41 | 11.8 | -0.3 | -16.8 | 0.9
42 | 1.5 | 0.2 | -3.5 | 1.9
43 | 0.3 | 5.0 | -5.5 | 0.4
44 | 1.2 | 2.3 | -1.7 | -1.2
45 | -0.8 | -0.7 | -0.3 | -0.5

New compounds follow.
nr | SMILES | Anthrax LF inh2 | BoNT A protease | BoNT-F LC inh | Mtb FBA inh | BioA inh
46 | Cc1[nH]nc2c1C(c1cccs1)C(C#N)=C(N)O2 (configuration not stated) | -7.4 | -1.7 | -11.4 | 1.6 | .
47 | Cc1ncoc1C(=O)Nc1ccccc1-c1ccccc1 | 0.6 | 0.5 | 0.5 | -4.3 | 0.6
48 | C=C1CCN([C@@H](C)C(=O)NCc2ccc(OC)cc2)S(=O)(=O)c2ccccc21 | -3.2 | -0.5 | 2.3 | 0.4 | -0.6
49 | COc1ccc(S(=O)(=O)Nc2ccccc2C(=O)NN2CCOCC2)cc1OC | -4.7 | 3.1 | 6.5 | 4.0 | 0.3

nr | GDH-TPI inh | PfHsp40 yeast | FadD28 binding | UGM FP inh
46 | 4.8 | -1.2 | 0.1 | -0.8
47 | 6.2 | 0.5 | -2.6 | 0.5
48 | -1.7 | -1.0 | -0.8 | 0.8
49 | 7.7 | 9.6 | -1.1 | 1.6
